Source: PubChem (several laboratories)
CCHFV vOTU inh: CCHFV vOTU protease inhibition | 0.55% of 370,000 active | Pep-AMC fluorescence | AID 651958 | inhibition, % at 11.5 µM; note: 0% = vehicle wells with enzyme and 100% = no enzyme wells
FBA Mtb inh: inhibitors of M. tuberculosis fructose-bisphosphate aldolase | P9WQA3 | purified M. tuberculosis FBA, fluorescence read-out | inhibition, % at 1 µM | 2.3% of 360,000 active | AID 588726; in the data active = inhibition above about 27%;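 note: 0% = vehicle and 100% = reference inhibitor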
Target sequence (P9WQA3 whole entry, looked up): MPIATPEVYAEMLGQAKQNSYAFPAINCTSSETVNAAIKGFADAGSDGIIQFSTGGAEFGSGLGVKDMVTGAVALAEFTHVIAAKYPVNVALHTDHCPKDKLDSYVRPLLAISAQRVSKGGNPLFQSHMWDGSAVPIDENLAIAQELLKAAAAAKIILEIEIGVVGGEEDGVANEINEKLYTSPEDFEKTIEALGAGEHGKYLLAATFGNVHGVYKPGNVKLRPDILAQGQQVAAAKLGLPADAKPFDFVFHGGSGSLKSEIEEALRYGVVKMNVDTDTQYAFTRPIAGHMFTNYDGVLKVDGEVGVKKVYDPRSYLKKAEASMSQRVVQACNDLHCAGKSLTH
PrPC surface inh: reduces human prion protein on the cell surface; P04156; cell surface PrPC, TR-FRET read-out; inhibition, % at 13.8 µM; 0.43% of 370,000 active; AID 720596; in the data active = inhibition above about 24%; note: 0% = median of the test wells and 100% = reference compound wells
Mtb BioA inh: blocks M. tuberculosis BioA enzyme activity | purified M. tuberculosis BioA enzyme, plate reader | inhibition, % at 9.99 µM | 0.096% of 360,000 active | AID 602481; in the data active = inhibition above about 40%; inconclusive = no clear call, values can overlap the other calls
FadD28 binding: blocks FadD28 binding to the bisubstrate probe | fluorescence polarization | inhibition, % at 12.5 µM | 0.22% of 360,000 active | AID 588549; in the data active = inhibition above about 8.5%, passing the limit was not always enough; inconclusive = no clear call, values can overlap the other calls
BoNT-A LC inh2: inhibitors of Botulinum neurotoxin A light chain protease. multiplex microsphere protease substrate cleavage, flow cytometry. inhibition, % at 10 µM. AID 588499. 0.17% of 360,000 active; in the data active = inhibition above about 30%; inconclusive = no clear call, values can overlap the other calls; note: plate controls were buffer without enzyme for full effect and enzyme alone for no effect
GDH-TPI inh: inhibits GDH-TPI coupling enzymes, artifact for Mtb FBA screen; GDH-TPI coupled enzyme counterscreen, NADH absorbance; inhibition, % at 4.8 µM; 1.2% of 360,000 active;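 note: 0% = DMSO wells and 100% = wells lacking the enzyme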
BoNT-F LC inh: BoNT F light chain protease inhibition | Multiplex microsphere protease cleavage assay, flow cytometry | inhibition, % at 10 µM | 0.22% of 360,000 active | AID 588497; in the data active = inhibition above about 35%, passing the limit was not always enough; inconclusive = no clear call, values can overlap the other calls; note: plate controls were buffer without enzyme for full effect and enzyme alone for no effect
UGM FP inh: Mtb UDP-galactopyranose mutase inhibition | inhibition, % at 10 µM | purified UGM, fluorescence polarization probe displacement | 0.06% of 320,000 active | P9WIQ1; in the data active = inhibition above about 10%, passing the limit was not always enough; inconclusive = no clear call, values can overlap the other calls
Target sequence (P9WIQ1 whole entry, looked up): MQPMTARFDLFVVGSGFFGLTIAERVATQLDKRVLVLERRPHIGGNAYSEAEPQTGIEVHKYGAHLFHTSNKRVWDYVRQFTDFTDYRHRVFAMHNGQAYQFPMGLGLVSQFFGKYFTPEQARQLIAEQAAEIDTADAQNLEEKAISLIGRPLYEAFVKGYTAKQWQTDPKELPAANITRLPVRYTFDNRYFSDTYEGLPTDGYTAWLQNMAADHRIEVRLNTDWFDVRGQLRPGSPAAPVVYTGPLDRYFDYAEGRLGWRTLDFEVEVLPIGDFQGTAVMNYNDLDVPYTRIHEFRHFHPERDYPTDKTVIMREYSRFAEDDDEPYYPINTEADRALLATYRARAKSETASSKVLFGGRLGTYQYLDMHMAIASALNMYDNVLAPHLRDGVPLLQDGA
An asterisk follows results filed as active; ? = inconclusive; . = no result given. Cut-off read from the data, not from the text of the source, unless noted: active = inhibition above about 30%; inactive = the rest.

SMILES	CCHFV vOTU inh	FBA Mtb inh	PrPC surface inh	Mtb BioA inh	FadD28 binding	BoNT-A LC inh2	GDH-TPI inh	BoNT-F LC inh	UGM FP inh
COc1ccccc1C1C(C(=O)c2ccco2)=C(O)C(=O)N1c1cc(C)on1 (configuration not stated)	-4	0	-4	0.0	-3.1	-2.1	18	-3	-0.9
CSc1ccc(/C=N/Nc2nc(C)cc(=O)[nH]2)cc1	8	6	-7	1.1	-2.8	-0.4	20	2	-2.4
Cc1cc(OCC(=O)Nc2ccccc2F)nc(C(C)C)n1	15	2	-5	-1.9	-1.5	-3.0	13	-5	2.7
O=C(NNC(=O)c1ccccc1Cl)c1csc(N2CCOCC2)n1	-13	6	-1	.	0.0	.	0	.	-0.6
CCOC(=O)/C=C(\C)Sc1cc(=O)oc2ccccc12	-4	-9	-3	.	-4.1	-1.2	8	22	3.8
CCCC(C)NC(=O)c1ccccc1SC (configuration not stated)	-5	6	-3	.	-1.6	0.4	9	2	-2.1
Cc1nc2ccc(S(=O)(=O)N(C)CC(=O)N3CCc4ccccc43)cc2s1	13	-1	0	-4.4	-0.9	-0.1	11	-5	0.7
Nc1c(S(=O)(=O)c2cccc(Cl)c2)c2nc3ccccc3nc2n1CCN1CCOCC1	-1	8	-8	-1.5	-2.0	0.0	13	-5	-1.0
CCc1cc(C(=O)c2ccc(OC)cc2)c(NC(=O)COCC(=O)O)s1	-9	3	-5	0.4	-0.9	-2.6	17	-14	2.6
CCCn1c(SCC(=O)Nc2cc(C(=O)O)ccc2C)nc2sc3c(c2c1=O)CCC3	9	-1	-2	1.3	-1.2	0.1	15	-3	.
O=C(CNCCC1=CCCCC1)Nc1ccccc1N1CCCCCC1	7	2	5	-0.5	-1.5	-0.1	3	-17	-0.2
CC(C)CCN1CCN(C2CCN(c3ccccc3)CC2)CC1CCO (configuration not stated)	2	2	0	.	-2.6	0.3	-4	2	-1.0
CN1C(C(=O)Nc2cccc(O)c2)=CC(c2cccs2)=NS1(=O)=O	33*	-2	-34	23	0.5	-0.1	25	0	-1.5
CC(CCc1ccccc1)NC(=O)CN1C(=O)NC2(CCCCC2)C1=O (configuration not stated)	-7	2	-3	.	-0.4	-0.8	1	-1	0.5
O=P(c1ccccc1)(c1ccccc1)c1nc(-c2ccccc2)oc1N1CCOCC1	-13	2	-7	0.8	0.3	0.6	1	-5	5.1
CCCc1nnc(NC(=O)CCC(=O)N2CCN(Cc3ccccc3)CC2)s1	-5	-1	4	0.0	-2.4	0.7	4	-3	-1.5
O=C1NC(Cc2ccc(O)cc2)c2nc3ccc(F)cc3c(=O)n2-c2cc(Cl)ccc21 (configuration not stated)	12	2	2	-0.9	0.9	-0.5	-3	-4	.
CS(=O)(=O)c1ccc(Nc2nc(C(N)Cc3ccc(Cl)cc3)cs2)cc1 (configuration not stated)	9	0	9	-0.2	1.2	-0.1	4	-11	.
COc1ccc(C(C)(C)C)cc1NC(=O)c1ccc2ncsc2c1	10	-3	-3	6.5	-2.8	0.0	-1	8	1.3
CCOC(=O)CC1COCCN1C(=O)CCc1nnc(-c2ccsc2)o1 (configuration not stated)	1	-7	-3	.	-1.6	0.0	7	-3	-1.5
COc1ccc(C(=O)CN2C(=O)NC3(CCCCCC3)C2=O)c(OC)c1	3	0	-6	-0.3	-2.7	-3.0	6	-7	1.1
O=C(NNC(=O)c1ccc(S(=O)(=O)N2CCCCC2)cc1)c1ccccc1	-3	-1	-3	-1.3	-0.7	-1.0	13	-10	-0.9
CCCCNc1cc(C)nc(N2CCOCC2)n1	-8	0	-3	4.9	-5.5	0.0	-2	2	0.0
Cc1cc(NC(=O)C(C)N2C(=O)c3ccccc3S2(=O)=O)no1 (configuration not stated)	8	17	-2	-0.1	-3.4	5.4	-1	9	-0.5
O=C(NCC(c1ccco1)N1CCN(c2ccccc2)CC1)C(=O)NC1CC1 (configuration not stated)	17	-1	-6	-0.6	-0.3	-1.4	3	1	0.5

The closing 3 records of the section before come first, to join the parts:
SMILES	CCHFV vOTU inh	FBA Mtb inh	PrPC surface inh	Mtb BioA inh	FadD28 binding	BoNT-A LC inh2	GDH-TPI inh	BoNT-F LC inh	UGM FP inh
CCCCNc1cc(C)nc(N2CCOCC2)n1	-8	0	-3	4.9	-5.5	0.0	-2	2	0.0
Cc1cc(NC(=O)C(C)N2C(=O)c3ccccc3S2(=O)=O)no1 (configuration not stated)	8	17	-2	-0.1	-3.4	5.4	-1	9	-0.5
O=C(NCC(c1ccco1)N1CCN(c2ccccc2)CC1)C(=O)NC1CC1 (configuration not stated)	17	-1	-6	-0.6	-0.3	-1.4	3	1	0.5
CN(C)c1ccc(C(=O)OCc2ccccc2)cc1	6	-1	5	-0.1	-1.2	.	10	.	-1.5
CCn1c(COc2cccc(OC)c2)nnc1SCC(=O)NCC1CCCO1 (configuration not stated)	-2	-7	6	.	-3.8	4.8	-3	15	0.8
COc1ccc(NC(=O)c2nc(C)c(C3(C)CC(c4ccccc4)=NO3)s2)cc1 (configuration not stated)	0	-1	19	-0.8	-4.0	-0.8	8	4	-2.2
CCNC(=O)COC(=O)/C=C/c1cccc([N+](=O)[O-])c1	8	1	-9	.	-0.6	-0.3	2	4	0.9
O=C(CCC(=O)N1CCCCCC1)NCc1ccc(F)cc1	-8	2	0	-0.4	-0.2	.	4	.	-0.2
CN(Cc1cccc(Cl)c1)C(=O)C1CCN(C(=O)Nc2ccccc2)CC1	15	1	0	.	-2.4	2.3	-3	-3	1.3
Cc1cc(/C=C2\SC(=S)NC2=O)c(C)n1C	14	-20	-11	-2.4	?	2.2	20	4	0.5
CCOc1cc(/C=N/N2CCN(Cc3ccccc3)CC2)ccc1O	19	-2	5	0.0	-2.2	0.1	1	?	-1.5
CCn1ccnc1CN1CCN(CC=C(C)C)C(CCO)C1 (configuration not stated)	5	1	-6	-0.3	0.8	4.5	6	48*	-1.4
COc1nsnc1NS(=O)(=O)c1ccc(NC(=S)NC(=O)c2cccnc2)cc1	2	3	0	4.7	-0.3	-1.2	11	-14	3.1
COc1ccc(OC)c(NC(=O)N[C@H](Cc2ccccc2)C(=O)NN)c1	-10	0	3	.	-2.8	0.2	9	-3	0.0
Cn1nnnc1SCC(=O)Nc1cc(S(=O)(=O)N2CCCC2)ccc1Cl	3	0	-3	.	0.2	-0.8	6	-2	-0.4
CCc1ccccc1NC(=O)CCOc1ccccc1	.	1	.	-0.2	-1.0	0.4	-4	19	-1.6
CN(C)S(=O)(=O)c1cc(NC(=O)COC(=O)CC2Sc3ccccc3NC2=O)ccc1Cl (configuration not stated)	0	3	-3	-1.5	-1.4	-0.4	9	-8	6.2
O=C(NCc1ccccc1)c1ccc2nc(-c3ccco3)c(-c3ccco3)nc2c1	49*	-1	-21	-1.7	3.5	12	7	-14	1.0
CC(=O)Nc1ccc(Oc2cnccn2)cc1	1	-1	2	-1.1	-2.8	1.1	6	3	3.2
CCN1CCN(C(=O)CSc2ccc(C)cc2)CC1	5	0	-4	0.9	-1.0	-5.0	4	-13	0.3
O=c1oc(-c2ccccc2NS(=O)(=O)c2ccc(F)cc2)nc2ccccc12	-9	9	1	0.3	-1.6	2.0	-2	9	1.4
CCOC(=O)c1[nH]c(C)c(C(=O)Nc2ccc(C)cc2C)c1C	.	1	.	-1.3	-1.4	-0.5	-1	-4	-0.7
Cc1ccc2oc(C(=O)N3CCC(C(N)=O)(N4CCCCC4)CC3)c(C)c2c1	-1	0	-7	1.7	-4.0	-1.7	8	-6	-1.0
COC(=O)C(Cc1c[nH]c2ccccc12)NC(=O)C1CC1 (configuration not stated)	14	1	-5	-0.4	-1.2	1.4	9	1	1.3
O=C(CCC(=O)c1ccccc1)NCc1ccccc1	-5	-2	-3	-1.8	-2.1	-22	11	-82	-1.5
CC(C)CCn1c2ccccc2c2cc(CC(N)=O)ccc21	9	6	2	.	0.4	0.7	3	-4	0.6
CCCCN(C(=O)c1cc(CN2C(=O)c3ccccc3C2=O)ccc1OC)c1c(N)n(CC(C)C)c(=O)[nH]c1=O	-8	0	2	0.7	0.4	-0.1	4	0	.
O=[N+]([O-])c1c(NCCCO)cc(Sc2ccc(Cl)cc2)c2nonc12	-3	0	1	-0.4	-1.3	2.0	-4	-8	-2.5
Further records
SMILES	CCHFV vOTU inh	FBA Mtb inh	PrPC surface inh	Mtb BioA inh	FadD28 binding	BoNT-A LC inh2	GDH-TPI inh	BoNT-F LC inh	UGM FP inh
O=C(C1=C[C@H](C2CCCCC2)C[C@H](OCc2ccc(CO)cc2)O1)N1CCN(Cc2ccccc2)CC1	15	-1	1	0.1	-4.3	0.0	0	1	1.3
COc1ccc(CCNC(=O)/C(=C/c2cccnc2)NC(=O)c2ccccc2)cc1OC	-9	3	-7	.	0.2	-0.4	12	-4	-0.4
Cc1nn(-c2nccs2)c2c1C(=O)CC(C)(C)C2Br (configuration not stated)	7	1	-12	2.0	0.5	0.1	-3	0	.
CN(C)S(=O)(=O)c1ccc(Cl)c(C(=O)Nc2cccc([N+](=O)[O-])c2)c1	14	2	-11	.	-1.8	0.4	-4	-4	0.4
COc1ccc(F)cc1S(=O)(=O)Nc1ccc2c(c1)OCO2	14	-3	2	2.2	0.7	-0.7	3	-3	1.0
Nc1ccnn1Cc1cccs1	-12	1	5	-1.2	-3.3	0.0	-7	-10	3.4
Cc1cc(NC(=O)CCCn2ccc([N+](=O)[O-])n2)n(Cc2ccc(F)cc2)n1	-8	3	6	.	-2.8	-2.0	1	-7	0.8
COc1ccc(/C=C/C(=O)c2cc(Br)ccc2O)cc1OC	7	-2	-2	.	-1.4	-1.2	-3	-1	2.3
CCc1nnc(NC(=O)CSc2nnc3ncccn23)s1	.	-2	.	0.3	-5.4	?	-11	-3	1.8
COc1cccc(OC)c1OCCOCCn1cnc2ccccc2c1=O	7	-1	5	.	-3.5	-0.6	0	-4	-1.3
CCC1CCCCN1C(=O)Nc1ccc(F)cc1 (configuration not stated)	4	1	-9	1.0	-2.3	2.9	2	4	2.5
Cc1ccc(S(=O)(=O)n2nccc2-c2c(-c3ccc(Cl)cc3)noc2C)cc1	9	0	1	-0.8	-3.0	.	-1	.	1.0
CNC[C@H]1OCc2ccccc2-c2ccccc2C(=O)N([C@@H](C)CO)C[C@H]1C	0	3	-11	2.1	-2.1	-1.3	6	-13	.
CN(C)c1ccc(C2C3=C(CCCC3=O)OC3=C2C(=O)CCC3)cc1	14	5	0	2.2	1.0	0.6	0	-1	2.3

Grouped by structure, the entries above containing an aryl thioether with sulfur outside any ring
SMILES	CCHFV vOTU inh	FBA Mtb inh	PrPC surface inh	Mtb BioA inh	FadD28 binding	BoNT-A LC inh2	GDH-TPI inh	BoNT-F LC inh	UGM FP inh
CSc1ccc(/C=N/Nc2nc(C)cc(=O)[nH]2)cc1	8	6	-7	1.1	-2.8	-0.4	20	2	-2.4
CCOC(=O)/C=C(\C)Sc1cc(=O)oc2ccccc12	-4	-9	-3	.	-4.1	-1.2	8	22	3.8
CCCC(C)NC(=O)c1ccccc1SC (configuration not stated)	-5	6	-3	.	-1.6	0.4	9	2	-2.1
CCCn1c(SCC(=O)Nc2cc(C(=O)O)ccc2C)nc2sc3c(c2c1=O)CCC3	9	-1	-2	1.3	-1.2	0.1	15	-3	.
CCn1c(COc2cccc(OC)c2)nnc1SCC(=O)NCC1CCCO1 (configuration not stated)	-2	-7	6	.	-3.8	4.8	-3	15	0.8
Cn1nnnc1SCC(=O)Nc1cc(S(=O)(=O)N2CCCC2)ccc1Cl	3	0	-3	.	0.2	-0.8	6	-2	-0.4
CCN1CCN(C(=O)CSc2ccc(C)cc2)CC1	5	0	-4	0.9	-1.0	-5.0	4	-13	0.3
O=[N+]([O-])c1c(NCCCO)cc(Sc2ccc(Cl)cc2)c2nonc12	-3	0	1	-0.4	-1.3	2.0	-4	-8	-2.5
CCc1nnc(NC(=O)CSc2nnc3ncccn23)s1	.	-2	.	0.3	-5.4	?	-11	-3	1.8
